# Assay outcomes: PubChem BioAssay, several laboratories
# EP2 mod = modulates human prostaglandin E2 receptor EP2 signaling | induction, % at 25 µM | EP2-expressing cells, cAMP HTRF FRET, PGE2 co-stimulation | P43116 | 0.83% of 260,000 active;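 active = compounds whose cAMP rise, as percent of the full-agonist control response, exceeds 60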;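 also: rat C6 glioma line stably carrying human EP2 under a CMV promoter; the protocol text gives 20 µM as final concentration; 100% = response of wells given 1 µM PGE2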
# Target sequence (P43116 whole entry, looked up): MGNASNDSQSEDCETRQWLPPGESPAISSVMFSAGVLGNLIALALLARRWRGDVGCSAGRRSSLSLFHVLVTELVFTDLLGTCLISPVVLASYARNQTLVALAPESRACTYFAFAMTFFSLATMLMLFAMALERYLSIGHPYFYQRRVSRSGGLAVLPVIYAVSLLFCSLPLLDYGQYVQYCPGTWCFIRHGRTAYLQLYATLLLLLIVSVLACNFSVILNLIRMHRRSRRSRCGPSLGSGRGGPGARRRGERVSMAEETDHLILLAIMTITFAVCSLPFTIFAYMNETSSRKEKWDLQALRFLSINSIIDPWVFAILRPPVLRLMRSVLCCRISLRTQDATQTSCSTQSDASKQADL
# NPY-Y1 PAM-ag = human NPY-Y1 potentiation or agonism, primary screen. P25929. NPY-Y1 expressing cells, potentiator/agonist activation. activation, % at 3.6 µM. 0.37% of 220,000 active; in the data active = activation above about 33%, passing the limit was not always enough;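 also: cells stimulated with NPY at EC10 then isoproterenol at EC100; 0% = low agonist plus stimulus and 100% = saturating agonist plus stimulus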
# Target sequence (P25929 whole entry, looked up): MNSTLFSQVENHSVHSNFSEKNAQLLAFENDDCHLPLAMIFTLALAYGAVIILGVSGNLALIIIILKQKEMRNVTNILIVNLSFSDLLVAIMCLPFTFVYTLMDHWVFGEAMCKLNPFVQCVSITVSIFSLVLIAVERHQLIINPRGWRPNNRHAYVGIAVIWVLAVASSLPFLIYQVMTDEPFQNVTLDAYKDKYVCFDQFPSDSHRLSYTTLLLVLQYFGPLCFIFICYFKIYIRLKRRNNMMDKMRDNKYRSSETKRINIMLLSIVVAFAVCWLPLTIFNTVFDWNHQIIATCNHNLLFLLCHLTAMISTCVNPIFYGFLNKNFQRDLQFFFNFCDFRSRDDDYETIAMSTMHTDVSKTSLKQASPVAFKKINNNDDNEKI
# 14-3-3 Bad PPI = disrupts binding of bovine 14-3-3 zeta to phospho-Bad peptide. AID 781. 0.71% of 220,000 active. inhibition, % at 21.7 µM. TR-FRET 14-3-3zeta/Dy647-pBad peptide displacement, 1 h. P63103;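 active = inhibition above about 70%, limit read from the data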;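 also: 0% = full 14-3-3 plus peptide FRET controls and 100% = background without 14-3-3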
# Target sequence (P63103 whole entry, looked up): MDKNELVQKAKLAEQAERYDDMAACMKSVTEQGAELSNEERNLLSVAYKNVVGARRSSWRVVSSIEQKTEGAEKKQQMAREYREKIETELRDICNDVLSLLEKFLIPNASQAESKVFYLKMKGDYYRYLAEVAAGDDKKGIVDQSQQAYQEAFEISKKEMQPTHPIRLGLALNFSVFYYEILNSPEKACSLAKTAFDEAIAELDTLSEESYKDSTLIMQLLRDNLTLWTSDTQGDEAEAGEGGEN
# NPY-Y1 antag = antagonists of human neuropeptide Y receptor Y1 | P25929 | HEK293-CNG Y1 cells, membrane potential fluorescence; NPY at EC95, then isoproterenol | AID 1040 | 1% of 200,000 active | inhibition, % at 3.6 µM;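 active = inhibition above the campaign mean inhibition of all tested compounds plus 3 SD, cut at about 20% in these data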;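 also: 0% = DMSO wells given NPY plus isoproterenol and 100% = isoproterenol alone without NPY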
#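 Assay system: HEK293 cells with Y1 receptor plus CNG channel | Probe or stimulus: NPY (25 nM), isoproterenol (1 µM), Ro 20-1724 (25 µM) | Timing: Compound incubation 1 h at room temperature, readout 45 min post-stimulation | Measured by: Membrane-potential fluorescent dye readout | Benchmarks: High control isoproterenol alone, low control NPY with isoproterenol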
# CHOP inh = CHOP inhibition in unfolded protein response. CHO-K1 CHOP-promoter luciferase, tunicamycin-induced, 15-18 h. inhibition, % at 10 µM. 3.8% of 220,000 active. AID 2732;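 active = compounds that reduced the stress-induced luciferase reporter signal by more than about 70% of percent inhibition, limit read from the data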;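 also: 0% = tunicamycin plus vehicle and 100% = wells without tunicamycin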
# TRPN1 ag = activates the zebrafish TRPN1 channel; HEK293 zebrafish TRPN1-YFP, Fluo-8 calcium fluorescence; 100% = response to 87 µM carbachol; activation, % at 3 µM; 0.18% of 220,000 active;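 active = activation above its plate's cutoff, the mean activation of test wells on that plate plus 3 SD, cut at about 19% in these data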;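 also: 0% = DMSO alone and 100% = 87 µM carbachol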
#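 Material: zebrafish TRPN1-YFP in HEK293 cells; Doses: single test compound dose, 3 µM nominal, 0.3% DMSO; Timing: dye loading 1 h at 37 °C, then 30 min room temperature; Technique: intracellular calcium fluorescence with Fluo-8; Benchmarks: high carbachol 87 µM, low DMSO alone.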
# TRPML3 ag = agonists of human TRPML3 channel; Q8TDD5; HEK293 TRPML3-YFP, Fluo-8 calcium fluorescence; 100% = the carbachol control signal; activation, % at 3 µM; 0.29% of 220,000 active;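 active = activation above its plate's cutoff, the mean activation of the plate's test wells plus 3 SD, cut at about 12% in these data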;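 also: 0% = DMSO only wells and 100% = carbachol wells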
#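 Material: TRPML3-YFP stable HEK293 cells | Dosing: One concentration, 3 µM nominal, 0.3% DMSO | Timing: 125 s total fluorescence read per well | Technique: Fluo-8 calcium dye fluorescence, ex 470-495, em 515-575 nm | Measure: Percent activation from peak-to-basal fluorescence ratio, scaled between DMSO and carbachol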
# PPC-1+TRAIL kill = kills PPC-1 cancer cells in the presence of TRAIL. 0.41% of 220,000 active. AID 1443. PPC-1 cells + TRAIL, ATPLite viability luminescence. cell killing (% activity), % at 4 µM;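 active = cell killing above 50% in the first pass at 4 µM, then a duplicate retest at 5 µM averaging 50% or more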;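 also: plate controls were cells with TRAIL plus DMSO for no effect and medium-only wells lacking cells for full effect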
# EP2 antag = inhibitors of human EP2 prostaglandin E2 receptor. inhibition, % at 25 µM. AID 1422. 0.52% of 260,000 active. C6 glioma cells expressing human EP2, cAMP TR-FRET; cells stimulated with saturating PGE2;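 active = percent inhibition above 40 after rounding to a whole number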;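 also: rat C6 glioma host cells with rolipram phosphodiesterase inhibitor present; the protocol text gives 20 µM as final concentration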
# The depositor's hits bear a star; nt = not tested or not shown; [ ] = remark or other dose. Only part of the results is shown. The share of hits here may be higher or lower than overall.
SMILES	EP2 mod	NPY-Y1 PAM-ag	14-3-3 Bad PPI	NPY-Y1 antag	CHOP inh	TRPN1 ag	TRPML3 ag	PPC-1+TRAIL kill	EP2 antag
O=c1[nH]c2cc3c(cc2cc1C(c1nnnn1C1CCCCC1)N1CCSCC1)OCCO3 (centres undefined)	21	0	0[fluorescence artefact?]	0	47	1.1	0.8	7	nt
CCC(C)NC(=O)C1(C)CCC(=O)N1Cc1ccccc1OC (centres undefined)	-1	-4	9	8	16	-0.6	-0.8	6	5
CCN(CC)S(=O)(=O)c1cccc(C(=O)Nc2sc3c(c2C(N)=O)CCCC3)c1	-20	-4	-7	1	-40	0.1	0.8	8	8
O=C(Nc1ccccc1)C1=C(O)CC(c2ccc(Cl)cc2)N2CCN=C12 (centres undefined)	11	-25	-3[fluorescence artefact?]	-1	36	1.4	0.3	2	9
CC1(C)Cc2c(oc3ncn4ncnc4c23)CO1	31	3	-2	2	8	1.6	0.4	-28	28
C=CCOC(=O)C1=C(C)NC2(O)c3ccccc3C(=O)C12O (centres undefined)	0	3	9	5	-3	2.4	0.8	-8	11
Cc1c(C(=O)N2CCc3ccccc3C2)oc2ccc(S(=O)(=O)N3CCCCCC3)cc12	20	2	-3[fluorescence artefact?]	-1	36	0.2	0.8	21	3
COc1ccc(OC)c(C(=O)Cn2nnc3ccccc3c2=O)c1	8	-12	-9	-2	9	-0.3	0.6	34	8
Cc1ccc(N2CCN(C(=S)c3ccc(-c4ccccc4[N+](=O)[O-])o3)CC2)cc1	44	-9	-6	nt	11	-0.2	0.1	-12	4
CC1(C)CC(=O)N(CC(=O)O)c2ccccc2S1	7	9	2	2	-5	1.3	0.0	-8	27
O=C(c1ccco1)N1CCN(c2nc(C(F)(F)F)nc3c2nnn3Cc2ccccc2)CC1	36	4	0	8	45	-0.5	0.3	0	5
CCC(c1nnnn1C1CCCC1)N1CCC(C(N)=O)CC1 (centres undefined)	10	8	4	-4	4	0.9	0.9	19	2
CCN(C(=O)COC(=O)CNC(=O)C12CC3CC(CC(C3)C1)C2)C1CCS(=O)(=O)C1 (centres undefined)	12	-18	-8	3	2	0.3	1.1	8	2
C=CCNCCCOc1ccc(Cl)cc1C(C)(C)C	19	12	65	-1	72*	2.1	2.7	34	4
Cc1cc(C)c(O)c(N)c1	2	22	-10	3	5	1.7	0.6	14	15
NC(=O)c1ccccc1NC(=O)c1ccccc1F	-12	13	nt	1	1	1.3	1.3	32	17
COCCn1c(CCc2ccccc2)n[nH]c1=S	26	-1	-11	1	-4	-0.9	0.2	4	9
CN(C)C1C(=O)c2ccccc2C1=O	-7	-2	-4	0	-4	0.8	0.1	27	1
Cc1cccc2nc(CSc3nc4ccccc4o3)cn12	-19	-1	-12	4	7	0.3	-0.3	19	7
CCOCCc1nnc(NC(=O)Cc2ccc(Br)cc2)s1	7	5	12	-8	1	1.0	1.0	0	12
CCOC(=O)CNC(=O)CSc1nc(-c2ccc(OC)cc2)ns1	-29	11	-5	1	-2	2.2	0.9	21	6
O=C(O)c1c[nH]c(=O)c2ccccc12	11	0	11	-3	-1	1.4	1.4	1	6
Cc1cccc(CSC2=CS(=O)(=O)c3ccccc3N2)c1	14	-8	-9	-5	-2	1.1	2.3	9	11
NC(=O)C1=C[C@@H](c2coc3ccccc3c2=O)C[C@@H](OCCCCO)O1	-15	8	-6	4	32	1.3	0.4	9	8
CNc1ncc(-c2nnnn2-c2ccccc2)c(-c2ccccc2)n1	-9	8	4	nt	-5	1.1	0.6	17	18
COc1cc(C(CCN2CCCCC2)c2c(OC)cc(OC)c3c(C)cc(=O)oc23)cc(OC)c1OC (centres undefined)	2	nt	-6	nt	22	nt	nt	18	20
CC(C)Oc1ccc(C(=O)N2CCCc3ccccc32)cc1	12	3	-2	6	20	-0.7	0.5	5	10
O=C(O)CCCC(=O)N(Cc1ccccc1)Cc1ccccc1	22	14	-6	-1	18	1.1	0.2	20	6
C/C(=N\NC(=O)c1cccc(Br)c1)c1cccc(NC(=O)c2ccc(C)o2)c1	-11	-20	7	-3	0	0.2	-0.5	27	16
Oc1ccc(Br)cc1CNc1ccccn1	-23	13	-4	nt	13	-0.1	-0.7	9	10

# Filtered by structure: the entries above containing fluorine.
SMILES	EP2 mod	NPY-Y1 PAM-ag	14-3-3 Bad PPI	NPY-Y1 antag	CHOP inh	TRPN1 ag	TRPML3 ag	PPC-1+TRAIL kill	EP2 antag
O=C(c1ccco1)N1CCN(c2nc(C(F)(F)F)nc3c2nnn3Cc2ccccc2)CC1	36	4	0	8	45	-0.5	0.3	0	5
NC(=O)c1ccccc1NC(=O)c1ccccc1F	-12	13	nt	1	1	1.3	1.3	32	17

# (next part)
SMILES	EP2 mod	NPY-Y1 PAM-ag	14-3-3 Bad PPI	NPY-Y1 antag	CHOP inh	TRPN1 ag	TRPML3 ag	PPC-1+TRAIL kill	EP2 antag
O=c1[nH]c(=S)[nH]nc1Cc1ccccc1	7	0	-5	-1	-9	0.4	0.7	34	3
Clc1ccc(Nc2ncn[nH]2)cc1	-9	11	-3	7	2	1.3	-0.1	23	3
COc1ccc(NC(=O)N2CCCC(CNS(=O)(=O)c3cccs3)C2)c(C)c1 (centres undefined)	19	27	-4	6	9	-0.1	0.6	-11	6
COc1ccccc1COn1c(=O)c(-c2ccco2)[n+]([O-])c2ccccc21	6	2	0	2	47	0.4	0.2	13	4
CCOc1cccc(NCc2cc3c(C(C)(C)C)nn(-c4ccccc4)c3[nH]c2=O)c1	57	9	-4	1	60	-0.9	-0.2	-16	12
COc1ccc(NC(=O)CC2C(=O)N(c3cccc(OC)c3)C(=O)N2CCC(C)C)cc1 (centres undefined)	16	0	-1	-3	22	-0.8	-0.3	-11	4
Cc1cccc2nc3c(nc12)-c1ccccc1C3=O	-9	-26	-3	nt	1	-0.9	0.4	18	1
O=C(c1ccccc1/S(=N/S(=O)(=O)c1ccccc1)N1CCOCC1)N1CCOCC1 (centres undefined)	4	-5	nt	-4	20	0.1	0.9	-6	9
Cc1cc(C(=O)Cn2nnc3ccccc3c2=O)c(C)n1-c1c(C)n(C)n(-c2ccccc2)c1=O	-11	-23	5	11	-47	-0.5	1.1	-2	7
Cc1ccc(N=Cc2nc(-c3ccc(C)cc3)oc2O)cc1	7	-13	0	9	-9	0.5	0.1	10	0
CCCC(=O)Nc1ccc(C(=O)N/N=C/c2cccnc2)cc1	1	19	-5[fluorescence artefact?]	1	14	-0.2	0.8	20	6
Cc1ccc(S(=O)(=O)N2CCC(=O)N(C(COCc3ccc(C(F)(F)F)cc3)Cc3ccccc3)CC2)cc1 (centres undefined)	21	19	82*	7	29	1.1	0.4	-1	3
COc1ccc(C(=O)C2CCN(C(=S)NCCc3ccccc3)CC2)cc1	-28	-20	-3	4	-9	0.4	0.7	6	8
O=C(CN1C(=O)c2ccccc2S1(=O)=O)N1CCN(c2ccccc2)CC1	-7	-10	33[fluorescence artefact?]	2	23	0.4	0.6	0	10
CC(C)C(=O)N/N=C/c1ccc(OCc2ccccc2)cc1	-5	21	-1	2	23	0.8	-0.4	15	nt
CCC(=O)N1CCc2cc(S(=O)(=O)NC(C(=O)Nc3cccc(C)n3)C(C)C)ccc21 (centres undefined)	17	3	-3	-7	6	1.5	0.1	17	3
CNC(=O)c1[nH]cnc1C(=O)N[C@@H](Cc1ccccc1)C(=O)OCc1ccccc1	14	23	-14	-4	-8	2.4	1.0	13	11
CCOc1ccc(-c2nnc(SCC(=O)N3CCN(c4ccccc4)CC3)o2)cc1	12	1	-8	2	-6	0.7	0.7	18	6
CC1(C)Cc2[nH]c(=O)c(C#N)cc2CS1	2	18	-9	0	-15	1.0	0.3	-6	15
COc1ccc(NC(=O)CSc2nnc(-c3ccccn3)n2N)c(OC)c1	1	0	0	-8	23	0.1	0.1	2	16
CCOC(=O)c1c(NC(=O)COC(=O)CNC(=O)c2ccco2)sc(C)c1C	38	-3	-6	3	-5	0.5	-0.8	17	16
Fc1ccc(CNCCC(Cc2ccccc2)c2ccco2)cc1 (centres undefined)	4	-3	6	nt	-15	-1.5	0.8	9	6
CCOC(=O)C1=C(CC)Nc2ccccc2N/C1=N\S(=O)(=O)c1ccc(C(=O)OCC)cc1	7	-22	9	7	-14	2.5	2.3	-13	6
O=C1CN(C(=O)CSc2nc3ccccc3c(=O)n2Cc2ccc(F)cc2)c2ccccc2N1	9	-1	-14	-4	47	2.4	0.8	-3	3
COCCCNC(=O)C1CCN(S(=O)(=O)N(CC(C)C)CC(C)C)CC1	28	7	2	1	4	1.5	1.0	-6	4
CC(=O)Nc1ccc(N2CC(C)(C)C2=O)cc1	25	15	-1	0	4	1.1	0.7	-19	17
Cc1ccccc1-n1c(SCC(=O)N2CCC(C(=O)O)CC2)nnc1-c1ccncc1	28	8	-12	-2	16	0.3	0.7	8	9
O=C(OCc1csc(-c2ccccc2)n1)c1ccc(O)cc1	-58	2	-14	-1	10	0.4	0.4	-9	4
NC1=NC(=O)/C(=C/c2cn(Cc3ccccc3)c3ccccc23)S1	47	16	-1	-2	66	-0.4	-0.8	4	3
Cc1noc(C)c1C(=O)N1CCC(C(=O)c2ccc(F)cc2F)CC1	-4	14	-11	nt	14	2.0	1.4	6	9
CSc1nc(-c2ccc(C)cc2)[nH]c1S(=O)(=O)c1ccccc1	-32	10	23[fluorescence artefact?]	-4	18	-2.1	-1.2	7	13
Cc1ccc(S(=O)(=O)NCCOc2nc(N3CCOCC3)nc(N3CCOCC3)n2)cc1	22	10	nt	-1	7	-0.4	1.1	5	6
CCCC(C(=O)NC1CCCC1)N(Cc1ccc2c(c1)OCO2)C(=O)c1snc(C(N)=O)c1N (centres undefined)	40	-2	-6	5	36	-1.0	0.0	41	9
COC(=O)CNC(=O)c1ccc(=O)oc1	10	13	-8[fluorescence artefact?]	-3	12	0.2	0.2	22	14
COc1cc(/C=N/NC(=O)CCn2c3ccccc3c3ccccc32)ccc1O	-24	-37	-7	5	43	-1.4	0.2	14	24
Cn1nc(C(C)(C)C)cc1C(=O)NCc1ccc(N2CCCC2=O)cc1	-1	1	3	7	83*	2.0	1.4	12	5
O=C1N=C(N2CCOCC2)S/C1=C\C=C/c1ccccc1	1	13	-20[fluorescence artefact?]	5	7	1.3	1.0	-2	4
